Source: PubChem BioAssay (NCI)
All columns: NCI-60 one-dose screen, growth in % after 48 h at 10 µM unless noted; 100 = growth as untreated, 0 = no growth, -100 = all killed.
MDA-MB-435 = MDA-MB-435 melanoma; 82,000 compounds, 7.8% hits
SR = SR leukemia cells | 73,000 compounds, 8.7% hits | AID 1794780
HOP-62 = HOP-62 NSCLC | 80,000 compounds, 3.9% hits | AID 1794735
HOP-92 = HOP-92 NSCLC cells | 71,000 compounds, 6.3% hits
MOLT-4 = MOLT-4 leukemia cells; 80,000 compounds, 6.9% hits; AID 1794779
CCRF-CEM = CCRF-CEM leukemia. 77,000 compounds, 7% hits. AID 1794778
K-562 = K-562 leukemia. 78,000 compounds, 7.4% hits. AID 1794777
RPMI-8226 = RPMI-8226 leukemia cells | AID 1794781 | 77,000 compounds, 7.5% hits
Starred values were filed as active, the others as inactive; . = not tested or not shown; & = joins results of further samples. Rule for the calls: active = growth percent below 10; inactive = the rest. This is a subset. The share of hits here may be higher or lower than overall.

No.	SMILES	CCRF-CEM	HOP-62	RPMI-8226	SR
1	CN[C@@]1(c2ccccc2Cl)CCCC[C@@H]1NC1CCCC1	112.2	100.1	108.3	95.7
2	O=C1C=C(Cl)C(=O)C(Cl)=C1	110.0	107.9	104.2	.
3	C[N+]1(C)CCN(c2ccccc2)CC1	.	110.0	98.1	150.2
4	CCOC(=O)C1(c2ccccc2)CCN(CC(=O)c2ccc(NC(C)=O)cc2)CC1	99.3	99.9	88.3	.
5	C[C@]12CC[C@H]3[C@@H](C[C@@H]4SC(Nc5ccccn5)=N[C@@]45CC(=O)CC[C@]35C)[C@@H]1CCC2=O	64.6	78.5	55.2	53.5
6	Clc1ccc(SSC(Cl)(Cl)Cl)cc1	108.7	106.2	119.3	107.3
7	Oc1ccc(C2(c3ccc(O)cc3)CCCCC2)cc1	107.1&90.9	77.6&129.8	105.6&92.1	93.4
8	CCCNC(=O)C[C@H](CCC(F)(F)F)C(=O)N[C@H]1N=C(c2ccccc2)c2ccccc2N(C)C1=O	96.8	97.4	109.4	107.5
9	O=C(Cc1c[nH]c2ccccc12)NNCc1ccc(N(CCCl)CCCl)cc1	33.2	85.3	86.3	32.2
10	Clc1cccc(NCOOC2(OOCNc3cccc(Cl)c3)CCCCCC2)c1	80.2	87.4	91.9	5.3*
11	COP(=O)(OC)C(O)c1ccc(Cl)cc1Cl (stereo unspecified)	98.9	95.6	99.4	111.5
12	N#Cc1c(F)cc(-n2c(C(=O)N3CC(F)C3)cc3cccnc32)cc1F	101.8	100.8	98.3	103.2
13	Cc1nc2ccccc2c(=O)n1-c1ccc([N+](=O)[O-])cc1	98.7	96.4	108.3	84.9
14	CCCOC(=O)Nc1ccc([As](=O)(O)O)cc1NC(=O)OCCC	92.4	96.2	96.2	99.9
15	Cc1ccc(CCN)cc1C	108.5	103.8	108.4	95.5

No.	K-562	HOP-92	MDA-MB-435	MOLT-4
1	97.4	97.5	98.7	100.7
2	87.2	109.2	112.9	117.5
3	129.9	119.5	113.8	157.3
4	121.9	66.5	106.2	102.2
5	14.7	65.0	76.0	56.9
6	112.3	84.8	105.3	99.7
7	87.0	97.0&66.7	105.8&108.5	94.2
8	91.5	102.9	99.4	90.3
9	81.0	.	91.7	30.4
10	32.6	57.5	105.3	92.7
11	96.0	.	105.2	96.5
12	99.7	91.7	116.6	100.4
13	94.1	96.0	99.4	100.2
14	97.1	.	97.7	97.9
15	107.5	83.0	97.2	102.7

Looked up above:
K-562 result of entry 11 reads 96.0
CCRF-CEM result of entry 14 reads 92.4

The list goes on.
No.	SMILES	CCRF-CEM	HOP-62	RPMI-8226	SR
16	O=[N+]([O-])c1ncc[nH]1	101.4	101.0	96.3	107.1
17	C=CCOCC1CO1 (stereo unspecified)	95.8	103.5	84.3	93.3
18	CC[C@H](C)[C@H](NC(=O)[C@H]1CCCCN1C)C(=O)N(C)[C@H](C[C@@H](OC(C)=O)c1cccc(C(=O)N[C@@H](Cc2ccccc2)C[C@H](C)C(=O)O)n1)C(C)C	16.8	1.6*	22.7	18.0
19	COC(=O)[C@@H](C)C[C@H](Cc1ccc(F)cc1)NC(=O)c1csc([C@@H](C[C@H](C(C)C)N(C)C(=O)[C@@H](NC(=O)[C@H]2CCCCN2C)C2CC2)OC(C)=O)n1	12.6	12.2	20.4	17.5
20	NC(=S)N=Nc1c(O)[nH]c(=O)[nH]c1=O	65.4	97.4	94.4	119.4
21	S=P1(c2ccccc2)Nc2ccccc2S1 (stereo unspecified)	102.5	103.2	103.8	94.7
22	CNC(=O)Oc1ccccc1OC(=O)NC	.	96.5	88.6	.
23	C[C@]12CCC(O)CC1=CCC1C2CC[C@]2(C)C(=O)/C(=C/c3cnc[nH]3)CC12 (stereo partly specified)	.	88.5	89.7	77.8
24	O=[N+]([O-])c1ccc(C(=Nc2ccccc2)N2CC2)cc1	56.3&77.4	112.0&103.1	94.4&87.9	85.2&75.6
25	CCN(CC)CC(O)c1ccc(I)cc1 (stereo unspecified)	125.8	107.7	110.0	103.0
26	O=[N+]([O-])c1cc(Cl)c(Cl)c([N+](=O)[O-])c1Cl	15.0	118.9	29.7	11.2
27	O=CN1N=C(c2ccc(Br)cc2)CC1c1sc(N(CCCl)CCCl)nc1Cl (stereo unspecified)	85.6	84.7	.	83.5
28	Cc1ccc(C(O)(C(=O)O)c2ccc(C)cc2)cc1	99.8	92.7	101.5	99.1
29	CC1CNC(=S)N1 (stereo unspecified)	.	107.5	108.5	.
30	Nc1nc(N)nc(NC2CC2)n1	72.0	99.6	90.6	.

No.	K-562	HOP-92	MDA-MB-435	MOLT-4
16	115.0	98.1	109.5	102.6
17	100.5	78.6	114.9	80.1
18	7.8*	37.0	-48.8*	17.8
19	9.4*	46.6	-50.1*	17.8
20	71.5	74.1	106.5	73.9
21	95.5	108.6	103.3	97.6
22	.	65.5	109.2	.
23	83.0	92.6	102.3	89.4
24	96.7	95.8&75.4	97.3&109.3	83.8&73.9
25	116.1	109.8	100.3	117.9
26	7.1*	74.9	89.3	13.3
27	70.6	.	91.2	66.6
28	98.1	93.9	107.9	106.8
29	.	108.5	113.2	.
30	.	112.7	98.3	93.2

Given screen by screen: two of the compounds above
24) O=[N+]([O-])c1ccc(C(=Nc2ccccc2)N2CC2)cc1
25) CCN(CC)CC(O)c1ccc(I)cc1 (stereo unspecified)

| assay / compound | 24 | 25 |
| --- | --- | --- |
| CCRF-CEM | 56.3&77.4 | 125.8 |
| HOP-62 | 112.0&103.1 | 107.7 |
| RPMI-8226 | 94.4&87.9 | 110.0 |
| SR | 85.2&75.6 | 103.0 |
| K-562 | 96.7 | 116.1 |
| HOP-92 | 95.8&75.4 | 109.8 |
| MDA-MB-435 | 97.3&109.3 | 100.3 |
| MOLT-4 | 83.8&73.9 | 117.9 |

The list goes on.
No.	SMILES	CCRF-CEM	HOP-62	RPMI-8226	SR
31	O=C/C(Cl)=C(/Cl)C(=O)O	67.3	91.8&105.2	94.4&92.3	93.2&84.0
32	O=Cc1ccc2c(c1)OCO2	108.3	90.9	99.5	98.7
33	CCCCC(CC)COC(=O)c1cccc(C(=O)OCC(CC)CCCC)c1 (stereo unspecified)	98.0	103.1	99.8	89.5
34	CNC(=O)Oc1cccc(C(F)(F)F)c1	90.6	106.7	87.4	110.7
35	O=C(NP(=O)(N1CC1)N1CC1)OCc1ccccc1	98.0	106.5	102.6	104.9
36	O=C(/C=C/c1ccc(Cl)cc1)c1nc2ccccc2n1Cc1ccc(Br)cc1	-10.9*	65.5	-13.4*	5.4*
37	Cc1nc(C#N)c(N2C[C@@H]3C[C@@H](C2)c2cccc(=O)n2C3)o1	91.9	112.2	102.2	86.9
38	CC1(C)CCC(=O)O1	94.9	93.1	103.7	88.3
39	CCCCC1CO1 (stereo unspecified)	.	106.1	100.1	98.9
40	CC(C)c1ccc(O)cc1	98.7	98.2	98.4	96.0
41	CN(C/C=C/CN(C)P(=S)(N1CC1)N1CC1)P(=S)(N1CC1)N1CC1	93.2	107.3	102.4	50.8
42	Cc1ccc(-n2c(=S)[nH]c3ccccc3c2=O)cc1C	94.4	103.0	86.0	99.4
43	C=C(OP(=O)(OC)OC)Sc1ccccc1C	115.6	100.4	117.9	121.9
44	Cc1c(Cl)cc([N+](=O)[O-])c(O)c1[N+](=O)[O-]	87.1	91.4	92.4	81.2
45	C/C=C(\C)C(=O)O[C@@H]1C(O)[C@H]2OC(COC(=O)CCC(=O)CCCCCC[C@H](CCCCC)O[C@@H]3OC(C)[C@H](OC(C)=O)C(O)[C@H]3O2)[C@H]1OC(=O)/C=C/c1ccccc1 (stereo partly specified)	24.2	-2.4*	2.9*	-7.1*

No.	K-562	HOP-92	MDA-MB-435	MOLT-4
31	87.1&72.8	101.7&95.3	105.0&105.4	94.8&65.3
32	102.0	99.2	106.1	103.4
33	.	.	101.5	96.8
34	112.5	106.3	125.5	97.1
35	115.3	118.9	.	102.4
36	13.6	40.2	54.2	-0.3*
37	96.2	102.8	110.6	88.0
38	92.5	98.5	111.7	84.7
39	99.6	.	104.9	102.4
40	123.5	97.2	124.0	104.3
41	91.3	.	100.5	82.0
42	97.7	65.3	98.2	87.8
43	129.1	107.9	100.6	169.9
44	91.1	106.1	111.5	75.1
45	30.2	-11.4*	0.3*	37.7

Profiles, looked up by structure. Values in the order: CCRF-CEM | HOP-62 | RPMI-8226 | SR | K-562 | HOP-92 | MDA-MB-435 | MOLT-4
Profile of CCCCC1CO1 (stereo unspecified) = . | 106.1 | 100.1 | 98.9 | 99.6 | . | 104.9 | 102.4
Profile of Cc1c(Cl)cc([N+](=O)[O-])c(O)c1[N+](=O)[O-] = 87.1 | 91.4 | 92.4 | 81.2 | 91.1 | 106.1 | 111.5 | 75.1
Profile of CC(C)c1ccc(O)cc1 = 98.7 | 98.2 | 98.4 | 96.0 | 123.5 | 97.2 | 124.0 | 104.3
Profile of O=C/C(Cl)=C(/Cl)C(=O)O = 67.3 | 91.8&105.2 | 94.4&92.3 | 93.2&84.0 | 87.1&72.8 | 101.7&95.3 | 105.0&105.4 | 94.8&65.3

Following part.
No.	SMILES	CCRF-CEM	HOP-62	RPMI-8226	SR
46	CC(C)COC(C(=O)OCCN(C)C)(c1ccccc1)c1ccccc1	108.2	107.4	103.8	.
47	Cc1ccc(P(=O)(O)O)cc1	113.6	119.8	112.4	97.9
48	C=CCN(CC=C)C(=O)CCN1CC1C (stereo unspecified)	97.1	.	103.7	98.4
49	COc1cccc(CNC(=O)CN2CCCC2=O)c1O	96.8	105.1	108.0	102.6
50	C[C@H]1CC[C@H]2[C@H](C1)c1c(O)cc(-c3cc4ccccc4s3)cc1OC2(C)C	94.3	96.5	86.8	83.8
51	Cn1c(=O)c2[nH]c(N3CCN(CCCl)CC3)nc2n(C)c1=O	90.6	99.4	106.8	89.5
52	Cc1ccccc1NC(=NCCCN1CC1)Nc1ccccc1C	89.7	119.3	95.2	69.7
53	ClC1OC(Cl)(Cl)C(Cl)(Cl)OC1(Cl)Cl (stereo unspecified)	.	103.9	.	95.0
54	COc1cc(C2=NN(C=O)C(c3sc(N(CCCl)CCCl)nc3Cl)C2)cc(OC)c1OC (stereo unspecified)	90.7	82.8	.	80.0
55	Cc1cccc(N2CCC3(CC2)C(=O)NC(=O)NC3=O)c1	99.8	102.5	102.9	93.6
56	O=S(=O)(F)c1ccc(Cl)cc1C[P+](c1ccccc1)(c1ccccc1)c1ccccc1	94.4	102.5	79.5	.
57	O=C1NC(=O)C(=Cc2ccc3ccccc3c2)C(=O)N1	94.4	95.5	92.0	99.1
58	CCCCCCNP(=O)(Oc1ccccc1)Oc1ccccc1	87.8	97.1	99.6	86.1
59	CN(Cc1ccc(C(F)(F)F)cc1)CC(O)C(=O)Nc1ccc(C#N)c(C(F)(F)F)c1 (stereo unspecified)	70.6	94.9	83.2	56.7
60	O=C1/C(=C/c2cn(Cc3ccc(Br)cc3)c3ncccc23)N2CCC1CC2	96.1	89.4	77.5	92.4

No.	K-562	HOP-92	MDA-MB-435	MOLT-4
46	98.5	74.9	102.5	94.2
47	98.9	119.8	106.6	115.7
48	113.5	73.4	105.1	104.9
49	122.7	104.8	100.5	101.2
50	77.7	96.5	92.9	82.0
51	99.4	112.2	108.4	90.9
52	94.0	77.2	93.0	70.8
53	98.1	.	100.9	97.1
54	78.3	.	93.5	65.1
55	92.3	.	116.1	98.5
56	100.5	86.4	98.8	80.9
57	96.7	.	108.2	92.7
58	86.7	104.0	104.5	85.1
59	72.7	83.5	102.3	63.1
60	86.9	81.1	105.0	80.0

Remaining list, next part.
No.	SMILES	CCRF-CEM	HOP-62	RPMI-8226	SR
61	COc1ccccc1CC(C)NC(C)Cc1ccccc1OC (stereo unspecified)	85.9	.	95.3	83.6
62	O=c1ccc(=O)[nH][nH]1	101.8	101.9	113.1	96.3
63	O=[N+]([O-])C(Br)C(c1ccccc1)N1CCOCC1 (stereo unspecified)	101.9	96.4	99.3	93.7
64	O=c1ccc2cc(OC3OC(CO)C(O)C(O)C3O)c(O)cc2o1 (stereo unspecified)	98.2	99.9	104.9	99.3
65	CC1(C)COP(=O)(CCC#N)OC1	63.4	141.7	101.3	112.7
66	Cc1cccc(CN2CCNCC2)c1	114.6	101.0	110.3	86.8
67	S=C=Nc1ccc(Br)cc1	.	100.2	113.7	.
68	C[C@]12CC[C@H]3[C@@H](CCC4=CC(=O)CC[C@@]43C=O)[C@@H]1CCC2=O	85.0	109.7	92.4	101.8
69	O=C(O)c1c(Cl)n(Cc2ccc(O)cc2)c2ccc(O)cc12	81.6	93.7	70.9	106.3

No.	K-562	HOP-92	MDA-MB-435	MOLT-4
61	81.5	47.9	94.0	105.3
62	111.7	66.0	107.1	102.4
63	84.8	112.0	101.3	92.2
64	107.8	95.7	100.2	86.6
65	126.7	.	101.3	110.0
66	95.5	91.0	105.8	93.8
67	111.3	116.1	101.8	103.4
68	104.2	104.8	96.0	106.6
69	111.5	65.0	87.0	108.9
